TAAR1 antag: antagonists of human TAAR1; Q96RJ0; CHO RD-HGA16 TAAR1, Fluo-8 calcium fluorescence, antagonist; inhibition, % at 3 µM; 360,000 tested, 1.5% active;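 active = inhibition above a per-plate cutoff, the mean inhibition of test compounds on that plate plus 3 SD, cut at about 49% in these data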;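 note: 0% = DMSO plus EC80 beta-PEA response and 100% = DMSO alone without agonist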
Target sequence (Q96RJ0 whole entry, looked up): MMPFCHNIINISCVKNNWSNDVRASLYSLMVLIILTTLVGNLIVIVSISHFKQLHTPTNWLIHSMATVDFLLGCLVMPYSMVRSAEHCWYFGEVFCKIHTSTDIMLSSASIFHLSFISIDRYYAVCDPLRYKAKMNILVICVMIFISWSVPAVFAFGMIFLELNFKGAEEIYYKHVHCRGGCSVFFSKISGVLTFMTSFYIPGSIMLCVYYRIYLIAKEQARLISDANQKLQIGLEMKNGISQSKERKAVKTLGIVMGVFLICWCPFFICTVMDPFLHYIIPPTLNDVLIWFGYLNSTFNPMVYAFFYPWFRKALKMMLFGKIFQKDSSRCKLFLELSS
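Material: RD-HGA16 CHO cells with stable hTAAR1 and Gα16; Dosing: single nominal final test compound concentration of 3 µM; Schedule: seeding 17-24 h prior, 75-min 37 °C, 30-min RT dye loading; Detection: kinetic Fluo-8 calcium fluorescence measurement; Measure: % inhibition from peak post-agonist over basal fluorescence ratio; Benchmarks: vehicle and agonist controls.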
CHO-K1 Ca PAM: nonselective activator or artifact in parental CHO-K1 calcium assay; ATP EC20, Fluo-8 calcium fluorescence; 0% at ATP EC20, 100% at ATP max; AID 602247; 360,000 tested, 0.02% active; activation, % at 3 µM;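 active = activation above the run cutoff, the mean activation of all test compounds plus 3 SD, cut at about 40% in these data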;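 note: peak over basal fluorescence ratio in a 140 s read after ATP addition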
CHO-K1 Ca ag: nonselective activator or artifact in parental CHO-K1 cells | Fluo-8 calcium fluorescence; scaled to maximal ATP response, vehicle zero | activation, % at 3 µM | 360,000 tested, 0.48% active; in the data active = activation above about 15%;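 note: untransfected CHO-K1 host cells lacking M1 receptor as counterscreen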
M1 PAM: positive allosteric modulators of human M1 muscarinic receptor; CHO-K1 hM1, Fluo-8 calcium fluorescence, ACh EC20; 0% = ACh EC20, 100% = maximal ACh; activation, % at 3 µM; 360,000 tested, 0.088% active; in the data active = activation above about 19%, passing the limit was not always enough
Target sequence (P11229 whole entry, looked up): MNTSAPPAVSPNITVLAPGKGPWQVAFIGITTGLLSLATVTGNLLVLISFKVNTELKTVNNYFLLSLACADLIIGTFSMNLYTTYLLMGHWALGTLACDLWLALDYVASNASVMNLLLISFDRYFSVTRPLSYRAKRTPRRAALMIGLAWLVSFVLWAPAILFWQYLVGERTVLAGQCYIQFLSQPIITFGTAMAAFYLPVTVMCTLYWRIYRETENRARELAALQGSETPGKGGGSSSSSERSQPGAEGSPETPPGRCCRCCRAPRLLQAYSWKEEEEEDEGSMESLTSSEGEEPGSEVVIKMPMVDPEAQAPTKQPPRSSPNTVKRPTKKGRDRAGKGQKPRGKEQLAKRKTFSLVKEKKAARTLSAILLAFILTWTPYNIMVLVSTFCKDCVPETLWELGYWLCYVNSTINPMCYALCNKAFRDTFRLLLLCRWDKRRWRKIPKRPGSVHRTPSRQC
M1 ag: human M1 muscarinic receptor agonism; 360,000 tested, 0.33% active; activation, % at 3 µM; AID 588814; CHO-K1 hM1, Fluo-8 calcium fluorescence, agonist mode; 0% DMSO, 100% acetylcholine EC100;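 active = activation above the run's mean compound activation plus 3 SD, cut at about 16% in these data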;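 note: peak over basal fluorescence ratio within a 140 s kinetic read after compound addition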
TAAR1 agonist: human TAAR1 agonism; Q96RJ0; 360,000 tested, 0.99% active; CHO RD-HGA16 TAAR1, Fluo-8 calcium fluorescence; vehicle wells 0%, saturating PEA agonist 100%; activation, % at 3 µM; AID 624467;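 active = activation above the mean activation of all test compounds in the run plus 3 SD, cut at about 38% in these data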
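test system = CHO RD-HGA16 cells carrying human TAAR1 plus Gα16 | schedule = 17-24 h seeding, 75 min 37 °C dye, 30 min RT | compound dosing = 3 µM single concentration | control set = DMSO and PEA EC100 | replicates = n 1 | signal = Fluo-8 fluorescence, 5 s baseline then 140 s kinetic read | measure = percent activation vs PEA EC100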
CHO parental Ca: signal in parental CHO cells, OX1R antagonist counter-screen; parental CHO-K1, ATP-induced calcium, Fluo-8 fluorescence; inhibition, % at 5.6 µM; 330,000 tested, 0.63% active;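 active = inhibition above that plate's mean sample inhibition plus 3 SD, cut at about 26% in these data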;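 note: 0% = ATP-challenged DMSO wells and 100% = DMSO wells without ATP; some compounds past the cut are filed as inactive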
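Assay system – parental CHO cells · Reagent – ATP stimulus · Detection – intracellular calcium via Fluo-8 no-wash fluorescent dye · Evaluation – percent inhibition of ATP-evoked calcium rise, normalized to controls · Controls – ATP wells versus no-ATP DMSO wells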
CHO-K1 Ca antag: M1 antagonist counterscreen hit in parental CHO-K1 cells | ATP-induced calcium, Fluo-8 fluorescence | inhibition, % at 3 µM | 360,000 tested, 0.6% active;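 active = inhibition above a per-plate cutoff, the plate's mean sample inhibition plus 3 SD, cut at about 24% in these data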;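 note: 0% = DMSO plus EC80 ATP and 100% = DMSO alone without ATP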
M1 antag: human CHRM1 antagonism; CHO-K1 hM1, Fluo-8 calcium fluorescence, ACh EC80 antagonist; inhibition, % at 3 µM; AID 588852; 360,000 tested, 1.3% active;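 active = percent inhibition above its own plate's cutoff, namely the mean of that plate's compound wells plus 3 SD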;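 note: peak over basal fluorescence ratio during 140 s after agonist addition; 0% = ACh EC80 plus DMSO and 100% = DMSO alone without agonist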
Starred values were filed as active, the others as inactive; · = no result given.

SMILES	TAAR1 antag	CHO-K1 Ca PAM	CHO-K1 Ca ag	M1 PAM	M1 ag	TAAR1 agonist	CHO parental Ca	CHO-K1 Ca antag	M1 antag
COC(=O)[C@@H](NC(=O)NC1CCN(Cc2ccccc2)CC1)C(C)C	-10	2	0.0	3	-6	-1	-9	13	-6
CNC(=O)C[C@H]1C(=O)N(CCc2ccccc2)C[C@@H]1CSC	-21	25	-0.4	12	-1	10	·	-11	-21
CC(C)c1ccc(OCC(=O)Nc2cccc(C(=O)Nc3ccccc3C(=O)O)c2)cc1	-4	12	5.6	7	-1	2	-6	5	2
O=C(O)CC(NC(=O)CCc1ccccc1)c1ccc(Cl)cc1 (stereo not given)	-6	-3	0.1	8	-2	6	-4	2	-13
COc1ccccc1C#CC1=CC(=O)CC(C)(C)C1	4	4	-0.4	0	-3	9	·	5	-9
S=C(NCc1ccccc1Cl)Nc1ccccc1Cl	9	3	2.1	3	-5	4	0	-15	-6
O=C(CSc1ncnc2scc(-c3ccc(F)cc3)c12)c1ccc2c(c1)OCCO2	-12	20	0.5	4	-8	1	-12	-13	-3
Cc1ccc(NC(=O)N2CCCCC2)cc1NC(=O)N1CCCCC1	0	6	0.5	7	-1	-1	11	-7	-7
CCNS(=O)(=O)c1ccc(NC(=O)c2c(-c3ccccc3)noc2C)cc1	-2	-10	0.1	-8	-4	3	-15	13	6
Cn1nnc(NC(=S)NC(=O)/C=C/c2ccco2)n1	-5	-5	0.2	1	-1	6	-20	-2	-8
Cc1n[nH]c(=O)n1-c1ccc(C(C)(C)C)cc1	0	9	0.6	-2	-5	7	-3	-6	4
Cn1c(SCc2nc3ccccc3[nH]2)nnc1-c1ccccn1	-9	21	0.1	8	-3	11	-11	-3	-13
C#CCN(C[C@H]1[C@H](OC(=O)NCc2ccc(OC)c(OC)c2)[C@H](OC(=O)NCc2ccc(OC)c(OC)c2)C[C@H]2C(=O)N(c3ccccc3)C(=O)[C@@H]12)S(=O)(=O)c1ccc(C)cc1	-4	-9	0.7	-13	-2	3	·	10	22
O=C(c1cc(-c2ccccc2)nc2ccccc12)N1CCN(c2ccccc2O)CC1	55*	-23	4.7	-7	-1	7	-2	11	28
Cn1c(=O)oc2cc(S(=O)(=O)N3CCC(C(=O)NCc4cccs4)CC3)ccc21	17	-3	-0.3	6	-3	1	2	20	4
CC(=O)c1cn(CC(=O)Nc2ccc(C)c(C)c2)c2ccccc12	-24	6	4.0	-2	-3	5	6	-10	5
COc1ccc2ccc(OCC(=O)N3c4ccccc4NC(=O)CC3C)cc2c1 (stereo not given)	4	-4	0.4	3	-3	-1	-23	-7	-1
COc1ccc(C2NC(=O)C(C#N)=C(S)N2c2cccc(C)c2)cc1OC (stereo not given)	6	13	16*	6	-2	4	1	3	5
Cc1ccc(C(=O)Oc2ccccc2N2CCOCC2)cc1	-20	8	20*	1	-2	6	-19	-4	-3
CC(C)CC(C(=O)NCC1CCCO1)N(C(=O)Cn1nnc(-c2ccc(F)cc2)n1)c1cccc(C(F)(F)F)c1 (stereo not given)	-12	16	-0.2	8	-5	6	-14	-10	-7
Cc1ccc(S(=O)(=O)c2cc3ccccc3nc2N)cc1	-21	-15	4.8	-6	-3	0	-13	-2	13
C[C@@H]1CN([C@@H](C)CO)S(=O)(=O)c2ccc(Br)cc2O[C@H]1CN(C)C(=O)c1ccccc1F	17	8	4.5	3	3	24	·	6	-8
CC(=O)Nc1ccccc1NC(=O)c1cccc2ccccc12	-14	6	0.3	5	-3	2	-7	-3	-5
Cc1[nH]c(=O)[nH]c(=O)c1S(=O)(=O)Nc1ccc(F)cc1F	-7	2	6.0	-4	-5	-1	·	-2	5
Cc1cc(C)cc(OCCCC(=O)O)c1	-3	8	0.0	-7	-2	2	-11	-2	3
O=C(Nc1ccccc1)N(Cc1ccc(Cl)cc1)CC(O)C(F)(F)F (stereo not given)	-4	-5	0.6	-3	-1	3	-28	-2	11
O=C(c1ccc(F)cc1)n1c(=S)nc2ccccn21	-13	7	0.2	2	-4	2	-14	-4	-6
COc1ccc(C2(C)NC(=O)N(CC(=O)NCCC3=CCCCC3)C2=O)cc1OC (stereo not given)	-5	-3	0.6	11	-3	3	-17	9	-16
O=C(Nc1cc(Cl)ccc1Cl)c1ccc(OC(=O)c2ccco2)cc1	85*	15	0.1	-1	-8	11	7	-6	-5
CCCCN1CC(COCc2ccccc2)Oc2ccccc2S1(=O)=O (stereo not given)	19	-14	0.1	-11	-6	8	-21	4	11
NC(=O)c1cnn2c(-c3cccc(C(F)(F)F)c3)ccnc12	-30	5	-0.3	12	-5	-1	-9	0	-12
COc1ccc(OC)c(-c2cc(-c3cccnc3)nc(N)c2C#N)c1	0	-1	1.9	3	-3	-1	2	-5	-9
CC(C)(C)c1ccc(C(=O)/C(C#N)=C/c2cccs2)cc1	-5	-2	2.5	1	-3	-2	2	11	1
COc1ccccc1CCC(=O)Nc1cc(S(=O)(=O)N2CCOCC2)ccc1N1CCCC1	-23	7	0.0	-1	-8	0	-24	-8	1
COc1ccc(C=C2NC(=O)NC2=O)cc1O	-7	-5	-0.2	-7	-2	1	·	14	5
CCOC(=O)Nc1ccc2c(c1)N(C(=O)CCN1CCOCC1)c1ccccc1S2=O (stereo not given)	6	-5	0.4	-27	-6	18	-11	1	78*
Cc1c(NC(=O)C(=O)/C=C(/O)c2ccccc2)c(=O)n(-c2ccccc2)n1C	-2	20	0.9	8	-4	0	-2	-9	-3
CCOC(=O)CSCC(=O)N1CCC(Cc2ccccc2)CC1	-3	12	0.8	11	-5	0	9	-17	-7
COc1ccc(NC(=O)COC(=O)c2ccc(S(=O)(=O)N3CCCCCC3)cc2)c(OC)c1	-15	15	0.5	10	-2	0	·	-7	-15
CCc1ccc(C(=O)N2CCCC2)s1	-8	21	5.5	-4	-7	-2	-12	-10	8
COc1ccc(-c2cc(C(=O)Nc3ccccc3N3CCOCC3)c3ccccc3n2)cc1OC	59*	8	4.1	-10	-4	6	2	-7	22
COCCN(C(=O)COC(=O)/C=C/c1ccc(OC)c(OC)c1)c1c(N)n(Cc2ccccc2)c(=O)[nH]c1=O	-1	19	1.1	4	-4	1	-34	-13	-9
Cc1ccc(-n2c(-c3ccc(Cl)cc3Cl)n[nH]c2=S)cc1	-3	-6	0.0	5	-6	-1	-8	-2	-17
CC12CC3(C)CC(C)(C1)CC(C(=O)NCc1cccnc1)(C2)C3	-1	7	0.4	4	-7	0	-14	-14	-15
Cc1cccc(N(CC(=O)NCc2ccco2)S(=O)(=O)c2ccccc2)c1	-2	15	1.9	3	-5	1	·	-9	-4
N/C(CC(=O)NC1CCCCC1)=N\OCC(=O)Nc1ccc(Cl)c(Cl)c1	-6	19	7.7	0	0	3	-7	-9	3
Cc1ccc(C)c(CN2CCCNC2=O)c1	-6	19	0.7	5	-4	2	-8	-7	-5
CC(C)(C)CC(=O)O/N=C(\N)c1ccccn1	-25	16	0.2	1	-8	1	12	-6	-9
COc1c(Cl)cc(-c2noc(C)c2C(=O)NCc2ccccc2)cc1Cl	8	4	0.2	-2	-10	-2	-19	-3	-3
O=C(Nc1ccc2c(c1)OCCO2)C1CCCN1S(=O)(=O)c1cccc2cccnc12 (stereo not given)	1	1	0.2	7	0	2	-9	4	-13
CCCCN1C(=O)C(CC(=O)NC2CCCC2)CC(C(=O)N(C)C)=C1C (stereo not given)	-2	-5	0.1	6	-2	1	·	6	-16
CCCc1c(O)nc(SCC(=O)N2CCCCC2)[nH]c1=O	-13	-11	-0.4	11	0	9	-13	3	-14
COCCN1C(=NCCCOC(C)C)N[C@@H](c2ccccc2)C(C(=O)OC)=C1C	-1	-13	-0.5	16	2	2	0	-4	-1
CCN(Cc1ccccc1)S(=O)(=O)c1cc2[nH]c(=O)c(=O)[nH]c2cc1C	-7	-10	-0.2	13	7	1	-4	9	-14
Oc1ccc2ccccc2c1C=NCc1ccccc1	-3	21	0.7	5	-5	8	-6	-17	-10
O=C(CSc1ncnc2scc(-c3ccccc3)c12)N1CCN(Cc2ccc3c(c2)OCO3)CC1	41	-3	0.8	-13	-9	1	-31	1	15
CCOc1ccc2c3c(c(=O)oc2c1OCC)CCCC3	-6	14	-0.3	6	-5	8	-19	-17	-7
CC(NC(=O)CSc1nnc(-c2cccnc2)n1N)c1ccccc1 (stereo not given)	-6	-9	3.8	8	-5	5	5	5	2
O=C(COc1cc(O)c2c(=O)cc(-c3ccccc3)oc2c1)c1ccc(F)cc1	11	18	0.9	12	-1	5	-4	-19	-15
COc1cccc(NC(=O)CCN2C(=O)c3ccccc3S2(=O)=O)c1	12	14	4.0	-1	-1	9	-20	-3	-3

Profiles as entered above. Order of screens: TAAR1 antag, CHO-K1 Ca PAM, CHO-K1 Ca ag, M1 PAM, M1 ag, TAAR1 agonist, CHO parental Ca, CHO-K1 Ca antag, M1 antag
O=C(COc1cc(O)c2c(=O)cc(-c3ccccc3)oc2c1)c1ccc(F)cc1 is listed with 11, 18, 0.9, 12, -1, 5, -4, -19, -15
CCOc1ccc2c3c(c(=O)oc2c1OCC)CCCC3 is listed with -6, 14, -0.3, 6, -5, 8, -19, -17, -7
COc1c(Cl)cc(-c2noc(C)c2C(=O)NCc2ccccc2)cc1Cl is listed with 8, 4, 0.2, -2, -10, -2, -19, -3, -3
COc1cccc(NC(=O)CCN2C(=O)c3ccccc3S2(=O)=O)c1 is listed with 12, 14, 4.0, -1, -1, 9, -20, -3, -3
O=C(Nc1ccc2c(c1)OCCO2)C1CCCN1S(=O)(=O)c1cccc2cccnc12 (stereo not given) is listed with 1, 1, 0.2, 7, 0, 2, -9, 4, -13

(next part)
SMILES	TAAR1 antag	CHO-K1 Ca PAM	CHO-K1 Ca ag	M1 PAM	M1 ag	TAAR1 agonist	CHO parental Ca	CHO-K1 Ca antag	M1 antag
CC1(C)CN2C(=S)N(c3ccccc3)C(c3ccccc3)N2C1 (stereo not given)	-23	-5	-0.7	4	-6	6	-12	3	-30
CC1(CNC(=O)C(=O)NCC2(C)CO2)CO1 (stereo not given)	-2	10	0.6	10	-2	4	·	-10	-16
COCCCNC1=C(C#N)C(=O)NC2(CCCC2)S1	5	19	0.5	2	-4	1	·	-12	-5
O=C1Nc2ccccc2C12Nc1ccccc1-c1nc3ccccc3n12 (stereo not given)	6	15	1.6	-1	-2	2	-8	-5	-10
CC1=CC(=NOC(=O)/C=C/c2ccccc2)C=C(C)C1=O	-7	-6	0.6	-2	-2	15	-9	-13	0
CCN1CCN(c2cc3c(cc2F)c(=O)c(S(=O)(=O)c2ccccc2)cn3C)CC1	-16	18	-0.2	14	-5	5	3	-14	-13
CN(Cc1cccs1)C(=O)COc1cccc(-n2cnnn2)c1	3	19	0.8	8	-3	1	-21	-8	-14
O=[N+]([O-])c1ccc(S(=O)(=O)NCCCc2ccccc2)cc1	-21	20	3.5	9	-2	7	-16	-16	-21
CN=C(Nc1ccc(C)c(C)c1)SC1CC(=O)N(c2ccc(OC)cc2)C1=O (stereo not given)	7	28	1.6	13	-10	0	-15	-13	-10
